# High-throughput results as filed in PubChem BioAssay.
# DNMT1 block = human DNMT1 methyltransferase inhibitors, primary screen, biochemical, molecular beacon, fluorescence, HinP1I cleavage, uHTS | inhibition (reported as % activation of signal), % at 10 µM | DNA (cytosine-5)-methyltransferase 1 (Homo sapiens), P26358 | AID 588458, 2011 | 360,000 tested, 0.83% active; in the data active = inhibition above about 50%
# STEP inh = STEP phosphatase inhibitors, primary screen, biochemical, fluorescence intensity, uHTS | inhibition, % at 20 µM | 360,000 tested, 0.25% active | recombinant STEP, OMFP fluorogenic substrate | Tyrosine-protein phosphatase non-receptor type 5 (Homo sapiens), P54829;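 active = inhibition at 20 µM, scaled per plate between control wells, above about 37%, limit read from the data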;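 also: 0% = DMSO with enzyme and substrate and 100% = substrate only without enzyme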
#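 Assay system: isolated STEP enzyme / Timing: 20 min at room temperature, dark / Doses: 20 µM, 1% DMSO / Technique: fluorescence intensity, excitation 480 nm, emission 540 nm / Reagent: fluorogenic phosphatase substrate OMFP at 25 µM final / Measure: percent inhibition scaled to no-enzyme and uninhibited-enzyme controls, plate-pattern corrected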
# Scp1 inh = Scp-1 phosphatase inhibitors, primary screen, biochemical, colorimetric, uHTS | inhibition, % at 20 µM | AID 493091, 2011 | 340,000 tested, 0.88% active | Carboxy-terminal domain RNA polymerase II polypeptide A small phosphatase 1 (Homo … | Recombinant Scp1, phosphopeptide, malachite green phosphate absorbance;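 active = inhibition above about 50% at 20 µM, limit read from the data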;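 also: plate controls were DMSO wells with enzyme for no effect and wells lacking enzyme for full effect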
#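 Times: enzyme reaction 45 min at room temperature, colour 5 min, stabilisation 30 min. Material: SCP-1 catalytic fragment, aa 76-261. Medium: Acidic Tris acetate buffer with magnesium and detergent. Signal: colorimetric free-phosphate detection, absorbance 630 nm. Read-out basis: % inhibition of SCP-1 phosphate liberation. Reagent: Phosphorylated 17-residue peptide substrate.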
# TbMetRS inhib = T. brucei MetRS inhibitors, primary screen, biochemical, luminescence; 360,000 tested, 0.4% active; purified T. brucei MetRS, ATP depletion, Kinase-Glo luminescence; inhibition, % at 11.9 µM;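 active = inhibition above a per-plate cutoff of the control wells' mean inhibition plus 3 SD, cut at about 5.5% in these data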;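 also: 0% = DMSO wells median and 100% = median of wells with control inhibitor compound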
#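 assay system = parasite MetRS enzyme | timing = 15 min preincubation, 2 h reaction, all 25 °C | evaluation = percent inhibition relative to median high and low control wells | medium = HEPES buffer containing pyrophosphatase, BSA, spermine, DTT | compound = single dose, 11.9 µM final nominal, 0.9% final DMSO | detection = Kinase-Glo luminescence, ATP depletion format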
# LMPTP block = LMPTP phosphatase inhibitors, primary screen, biochemical, fluorescence intensity, uHTS | Low molecular weight phosphotyrosine protein phosphatase (Homo sapiens), P24666 | recombinant LMPTP-A, OMFP fluorogenic substrate | inhibition, % at 20 µM | 360,000 tested, 0.22% active | AID 651560, 2012;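 active = compounds that cut the enzyme signal by at least half of the control window in the single-dose screen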;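 also: plate controls were DMSO wells with enzyme plus substrate for no effect and substrate without enzyme for full effect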
#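 Assay system: LMPTP-A enzyme. Input: 0.625 nM LMPTP-A final. Probe or stimulus: 400 µM OMFP. Compound dosing: single 20 µM dose. Schedule: 50 min dark incubation at room temperature. Detection: fluorescence intensity of OMFP turnover product. Read-out: percent inhibition versus substrate-only and uninhibited controls. Benchmarks: no-enzyme low control, uninhibited high control.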
# SUMO1 PPI mod = modulators of SUMO1 protein-protein interactions, primary screen, biochemical, uHTS. Small ubiquitin-related modifier 1 (Homo sapiens), P63165. SUMO1 binding to a labelled peptide, TR-FRET, 1 h. inhibition, % at 20 µM. 360,000 tested, 0.33% active. AID 602429, 2012; in the data active = inhibition above about 37%
# Target sequence (P63165 whole entry, looked up): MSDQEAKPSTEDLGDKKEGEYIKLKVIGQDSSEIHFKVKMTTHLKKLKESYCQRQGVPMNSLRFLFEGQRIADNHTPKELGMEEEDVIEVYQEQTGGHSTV
# MLLE-PAM2 inh = inhibitors of PABP1 MLLE–PAM2 peptide binding, primary screen, biochemical, fluorescence polarization, FITC-PAM2, GST-MLLE | inhibition, % at 20 µM | Polyadenylate-binding protein 1 (Homo sapiens), P11940 | 360,000 tested, 0.36% active; in the data active = inhibition above about 35%, passing the limit was not always enough;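 also: plate controls were DMSO wells with GST-MLLE for no effect and wells lacking GST-MLLE protein for full effect; some results filed as inactive read as strong as hits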
# Target sequence (P11940 whole entry, looked up): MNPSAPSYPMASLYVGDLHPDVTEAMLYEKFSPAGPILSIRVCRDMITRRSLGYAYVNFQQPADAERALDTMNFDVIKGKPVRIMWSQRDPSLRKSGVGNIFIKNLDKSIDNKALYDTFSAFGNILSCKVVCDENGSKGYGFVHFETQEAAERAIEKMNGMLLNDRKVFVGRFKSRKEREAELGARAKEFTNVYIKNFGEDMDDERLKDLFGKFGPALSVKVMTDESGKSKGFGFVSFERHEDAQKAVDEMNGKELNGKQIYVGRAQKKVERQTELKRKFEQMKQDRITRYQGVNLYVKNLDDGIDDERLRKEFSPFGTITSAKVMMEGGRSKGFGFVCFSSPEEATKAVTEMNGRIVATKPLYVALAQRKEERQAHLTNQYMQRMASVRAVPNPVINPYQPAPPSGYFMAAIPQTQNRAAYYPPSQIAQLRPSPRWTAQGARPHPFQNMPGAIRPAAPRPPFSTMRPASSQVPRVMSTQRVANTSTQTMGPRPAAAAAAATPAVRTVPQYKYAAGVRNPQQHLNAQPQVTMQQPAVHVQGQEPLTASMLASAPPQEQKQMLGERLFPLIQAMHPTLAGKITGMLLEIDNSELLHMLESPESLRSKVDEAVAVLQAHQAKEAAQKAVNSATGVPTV
# CSN deneddyl inh = inhibitors of CSN-mediated cullin deneddylation, primary screen, biochemical, fluorescence polarization, uHTS. AID 651999, 2013. COP9 signalosome complex subunit 5 (Homo sapiens), Q92905. 360,000 tested, 0.38% active. inhibition, % at 12.5 µM. Purified CSN, SCF-Nedd8-OG deneddylation;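 active = pattern-corrected inhibition above about 35%, with an unprinted fluorescence ratio check between 0.5 and 1.5, limit read from the data, passing the limit was not always enough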;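 also: 0% = enzyme with substrate and 100% = substrate without enzyme; some results filed as inactive read as strong as hits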
#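 Assay system: HEK293T-derived human Csn5 enzyme; quantity: 0.24 nM enzyme; medium: Tris/NaCl/DTT buffer, pH 7.5; also added: substrate SCFSkp2-Nedd8OG, 10 nM; doses: 12.5 µM compound; schedule: 90 min reaction at room temperature; signal: FP; read-out: % inhibition of substrate cleavage by Csn5; benchmarks: substrate-only high control, full reaction low control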
# Rpn11 inh = Rpn11 (PSMD14) deubiquitinase inhibitors, primary screen, biochemical, fluorescence polarization, uHTS; 360,000 tested, 0.59% active; calls only at 20 µM; 26S proteasome non-ATPase regulatory subunit 14 (Homo sapiens), O00487; human 26S proteasome, Ub4-pepOG fluorescence polarization; 20S core pre-blocked with epoxomicin;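 active = inhibition at 20 µM, scaled to each plate's controls, above about 33%, limit read from the data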
# Target sequence (O00487 whole entry, looked up): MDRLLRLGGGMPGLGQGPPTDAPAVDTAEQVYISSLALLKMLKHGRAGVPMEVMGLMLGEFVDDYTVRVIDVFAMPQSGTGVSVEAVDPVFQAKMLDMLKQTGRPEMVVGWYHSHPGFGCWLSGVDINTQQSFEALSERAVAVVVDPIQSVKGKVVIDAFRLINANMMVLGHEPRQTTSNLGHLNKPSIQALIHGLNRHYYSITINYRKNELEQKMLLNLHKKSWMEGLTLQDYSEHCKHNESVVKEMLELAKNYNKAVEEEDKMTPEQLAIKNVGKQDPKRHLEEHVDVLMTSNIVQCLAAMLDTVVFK
# NadD inh = inhibitors of S. aureus NadD, primary screen, biochemical, colorimetric, uHTS. purified NadD enzyme, colorimetric absorbance read-out. inhibition, % at 20 µM. 360,000 tested, 0.78% active. AID 602399, 2012; in the data active = inhibition above about 26%; also: some compounds past the cut are filed as inactive
# * hit, by the source's call; i = inactive; · = not tested or not shown.
SMILES,DNMT1 block,STEP inh,Scp1 inh,TbMetRS inhib,LMPTP block,SUMO1 PPI mod,MLLE-PAM2 inh,CSN deneddyl inh,Rpn11 inh,NadD inh
O=C(c1ccccn1)C1CCCN(Cc2nc(Cc3cccc(F)c3)no2)C1 (stereo not drawn),-1,-2,-12,-0.4,-1.6,2,-7,-3,i,-4
CC1CN(C)C(C)C/C1=N/Oc1ccccc1[N+](=O)[O-] (stereo not drawn),-9,-4,-5,-0.7,-1.0,-7,11,-7,i,-8
Cc1ccc(C)c(Cn2c3ccccc3c3cnn(CC(=O)NCCCN4CCOCC4)c(=O)c32)c1,-5,-1,1,-0.5,-1.6,0,-5,1,i,-4
O=C(CSc1nnc(-c2cccc(S(=O)(=O)N3CCOCC3)c2)n1C1CCCCCC1)NCc1ccccc1,-5,-3,-4,-0.5,-0.6,-1,-8,4,i,3
COc1nc(N)c(C#N)c(-c2ccc(N(C)CCC#N)cc2)c1C#N,-1,0,3,-0.3,3.7,-73,-27,3,i,3
CN(C)CCSc1nc(N)c2c3c(sc2n1)CN(C)CC3,-10,2,-4,-0.1,10,4,-1,21,i,-1
CCCCC1CC2=C(C(=O)OC(C)(C)O2)C(c2ccc(Cl)cc2)O1 (stereo not drawn),8,0,·,-0.7,3.6,5,5,3,i,0
CC(C)N(Cc1ccccc1)C(=O)COC(=O)c1ccc2ncsc2c1,2,2,-5,-0.2,-1.1,1,4,1,i,0
CCOC(=O)C(C)Sc1nc(C2CC2)cc(C(F)(F)F)c1C#N (stereo not drawn),1,9,1,-0.8,0.3,1,-1,-1,i,-1
C=CCn1cc(CN2CCC(C(=O)Nc3ccc(Oc4cccnc4)cc3)CC2)c(C)n1,0,0,-10,-0.1,0.7,-2,17,-2,i,-2
CC(=O)C1=C(c2ccccc2)NC(=O)NC1c1ccccc1OCC(=O)NCc1ccccc1 (stereo not drawn),-1,3,0,-0.7,0.3,0,1,1,i,10
CC1CCN(C(=O)CCNS(=O)(=O)c2ccccc2)CC1,5,-1,1,-1.1,-1.0,-2,3,-2,i,-1
COc1ccccc1N1CCN(S(=O)(=O)CCNC(=O)C2CC(=O)N(c3ccccc3)C2)CC1 (stereo not drawn),-3,0,-3,-0.1,-0.3,10,1,2,i,6
CCCCNC(=O)CC1S/C(=N/N=C/c2ccc(OC)cc2)NC1=O (stereo not drawn),1,7,-12,-0.6,-0.5,2,-14,8,i,-1
COc1ccc(-c2csc3nc(-c4cccnc4)nc(N4CCC(C(N)=O)CC4)c23)cc1OC,-20,50*,0,-1.0,0.7,-9,4,-11,i,-6
COc1ccc(N2CCN(C(=S)NCc3ccccc3)CC2)cc1,2,3,-4,-0.4,-1.7,-1,-121,-8,i,-4
Cc1ccc(NC2CC(=O)N(c3cccc([N+](=O)[O-])c3)C2=O)cc1 (stereo not drawn),-2,6,-6,-0.6,3.0,-13,-13,-9,i,-5
S=C(NCC1CCCO1)N1CCN(Cc2ccccc2Cl)CC1 (stereo not drawn),0,0,-11,0.3,-0.9,3,-117,-3,i,-6
CCC(=O)NC(=S)Nc1ccc(NC(=O)c2ccc(OC)cc2)cc1,4,-2,-13,-0.6,-0.8,0,4,1,i,-6
Cc1ccc2nc(-c3cccs3)oc(=O)c2c1,3,-2,-5,-0.8,-0.2,0,-9,1,i,-3
Cn1c(NC(=O)/C=C/c2ccccc2)cc(=O)n(C)c1=O,3,-1,-43,0.0,-2.1,-26,3,5,i,-3
O=C(NC1=NCCS1)c1sc2cc(F)ccc2c1Cl,0,0,1,-0.5,-1.2,-8,-8,-17,i,2
COc1ccccc1CNC(=O)Cn1ccc2cc(S(=O)(=O)N3CCCC3)ccc21,-1,-2,-12,0.0,1.2,1,-1,1,i,5
Cc1cc(-c2csc(NC(=O)c3ccc(=O)[nH]c3)n2)c(C)n1Cc1ccccc1,-13,0,-8,0.2,3.7,5,-53,26,i,48*
C[C@@H]1CN([C@@H](C)CO)C(=O)CCCn2nncc2CO[C@@H]1CN(C)S(=O)(=O)c1ccc2ccccc2c1,-1,-2,·,-0.8,-1.8,-2,8,4,i,4
COc1ccc(CNC(=O)c2cccnc2SC)cc1OC,-1,-3,-9,-0.5,-0.6,8,-31,4,i,-6
Cc1ccc(C)c(OCc2cc(C(=O)N3CCN(c4ccccc4)CC3)no2)c1,0,2,1,-0.1,5.1,2,-10,-3,i,-5
O=C(Nc1ccc(S(=O)(=O)N2CCOCC2)cc1)C1CCCCC1,-4,-3,-6,-0.6,-0.2,1,8,-1,i,5
Cc1ccccc1C(=O)OC1OC(=O)C(Cl)=C1Nc1ccccc1 (stereo not drawn),1,0,-4,-1.0,1.2,-2,-2,-3,i,-4
CCCCN(CC)C(=O)c1ccccc1Oc1ccccc1,1,1,0,-0.8,1.3,-1,5,-16,i,0

# Among those listed so far, 2 contain a nitro group on carbon:
SMILES,DNMT1 block,STEP inh,Scp1 inh,TbMetRS inhib,LMPTP block,SUMO1 PPI mod,MLLE-PAM2 inh,CSN deneddyl inh,Rpn11 inh,NadD inh
CC1CN(C)C(C)C/C1=N/Oc1ccccc1[N+](=O)[O-] (stereo not drawn),-9,-4,-5,-0.7,-1.0,-7,11,-7,i,-8
Cc1ccc(NC2CC(=O)N(c3cccc([N+](=O)[O-])c3)C2=O)cc1 (stereo not drawn),-2,6,-6,-0.6,3.0,-13,-13,-9,i,-5

# More entries.
SMILES,DNMT1 block,STEP inh,Scp1 inh,TbMetRS inhib,LMPTP block,SUMO1 PPI mod,MLLE-PAM2 inh,CSN deneddyl inh,Rpn11 inh,NadD inh
COc1ccccc1N1CCN(CCCNC(=O)Nc2ccccc2)CC1,0,3,-1,-1.3,-2.5,1,-2,0,i,-4
CN1CCN(S(=O)(=O)c2ccc(NC(=O)c3ccco3)cc2)CC1,3,-5,-2,-0.8,-0.3,0,2,-4,i,1
COc1ccc(-c2nc3c4ccccc4ccn3c2CN2CCOCC2)cc1OC,5,2,1,-0.8,3.6,0,14,3,i,0
COCCn1c(N)c(N(Cc2ccccc2)C(=O)c2cc3ccccc3o2)c(=O)[nH]c1=O,2,-2,-5,-1.2,-2.3,-4,18,-6,i,-1
Cc1cc(C)cc(-c2nc(-c3ccncc3)no2)c1,1,2,-7,-0.3,0.4,0,0,-1,i,-1
Cc1ccc(-c2nc(-c3ccccn3)no2)cc1[N+](=O)[O-],0,-2,-7,-0.4,-1.5,-27,14,-2,i,-6
COc1ccc(/C=C2/Sc3ccc(C(=O)NCCCN4CCOCC4)cc3NC2=O)cc1OC,-3,1,-5,0.1,-2.4,-25,9,-7,i,-8
COc1ccc(OCC(=O)N2CCN(C(=O)c3ccco3)CC2)cc1,-1,0,-7,-0.1,0.6,-2,2,-3,i,0
COC(=O)[C@H](C)NC(=O)Nc1ccc(S(N)(=O)=O)cc1,0,-2,-7,-0.4,-0.3,-3,-2,3,i,3
CC(C)C1COC(c2cccc3ccccc23)=N1 (stereo not drawn),-1,0,-3,0.4,0.4,-10,2,4,i,-3
CSc1nc(N2CCOCC2)c2c(c1C#N)CC(C)(C)OC2,2,4,0,-0.6,0.7,10,-5,-1,i,-2
COc1ccccc1NC(=O)CSc1nc(O)cc(=O)[nH]1,-1,2,0,-1.6,-0.8,4,25,0,i,11
Cc1cc(N2CCN(Cc3cn(C)nc3-c3ccccc3F)CC2)cc(C)n1,1,1,4,-0.5,0.3,2,-5,-6,i,-10
COc1ccc(Cc2noc(CN(C)CC3CCN(Cc4ccccc4)CC3)n2)cc1OC,2,-2,1,-0.6,-1.1,-6,-1,-4,i,-9
Cc1nc(C(=O)NNC(=O)c2ccccc2)c(C(F)(F)F)o1,3,4,-7,0.1,-1.4,7,-13,-2,i,-2
COc1ccc2c(c1)CC/C2=N\OC(=O)c1cccc(C)c1,9,-1,-7,0.1,1.3,13,-3,0,i,-9
Cc1c(NC(=O)CSc2nnc(Nc3ccccc3)s2)c(=O)n(-c2ccccc2)n1C,1,-4,2,0.3,-1.1,-2,-2,-1,i,0
CCn1c2ccccc2c2cc(/C=N/NC(=O)c3cc(O)cc(O)c3)ccc21,-22,3,-10,0.2,4.9,12,3,-6,i,27
Cc1cc(C)c(CN2CCN(C(=O)Cn3cnc4c(NCc5ccccc5)ncnc43)CC2)c(C)c1,-6,1,4,0.0,0.7,-2,1,-2,i,2
CC[C@H](C)[C@H]1CNC(=O)C(=O)N1CC1CCN(CCCc2ccc(OC)c(OC)c2)CC1,6,-1,1,-0.6,-2.0,3,8,1,i,-2
COC(=O)Cc1ccc(NC(=S)NCc2ccc(Cl)cc2)cc1,5,-2,-2,0.1,0.2,1,-49,-1,i,-1
O=C(CSc1n[nH]c(-c2ccccc2)n1)Nc1ccccc1O,1,-2,-3,0.1,-1.4,-1,-11,1,i,-7
CCCNc1ncnc2[nH]ncc12,2,-1,1,-0.2,-5.4,-3,3,-1,i,1
CCCn1c(SCC(=O)Nc2nc(C)c(C(=O)OC)s2)nnc1C(C)C,4,-1,-6,-0.1,0.0,0,6,2,i,-2
O=C(Nc1ncc([N+](=O)[O-])s1)C1COc2ccccc2O1 (stereo not drawn),0,-3,-2,-0.4,-1.6,15,27,-1,i,0
COc1ccc(-c2c3c(=O)n(C)c(=O)n(C)c3cn2-c2cc(OC)ccc2OC)cc1,-4,2,-11,-1.1,-0.7,0,10,-4,i,-3
